# From PubChem BioAssay
# DDE Tn6 FP inh = inhibitors of Tn6 peptide binding to human fibrin DD(E) | hit rate 0.21% among 370,000 | inhibition, % at 8.3 µM | Fibrin DD(E) TRITC-Tn6 fluorescence polarization displacement;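 active = inhibition above a per-campaign cutoff: mean of compounds within control limits plus 3 SD, cut at about 15% in these data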;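 also: 0% = median of all compound wells on the plate and 100% = blocking peptide control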
# Target sequence (P02675 whole entry, looked up): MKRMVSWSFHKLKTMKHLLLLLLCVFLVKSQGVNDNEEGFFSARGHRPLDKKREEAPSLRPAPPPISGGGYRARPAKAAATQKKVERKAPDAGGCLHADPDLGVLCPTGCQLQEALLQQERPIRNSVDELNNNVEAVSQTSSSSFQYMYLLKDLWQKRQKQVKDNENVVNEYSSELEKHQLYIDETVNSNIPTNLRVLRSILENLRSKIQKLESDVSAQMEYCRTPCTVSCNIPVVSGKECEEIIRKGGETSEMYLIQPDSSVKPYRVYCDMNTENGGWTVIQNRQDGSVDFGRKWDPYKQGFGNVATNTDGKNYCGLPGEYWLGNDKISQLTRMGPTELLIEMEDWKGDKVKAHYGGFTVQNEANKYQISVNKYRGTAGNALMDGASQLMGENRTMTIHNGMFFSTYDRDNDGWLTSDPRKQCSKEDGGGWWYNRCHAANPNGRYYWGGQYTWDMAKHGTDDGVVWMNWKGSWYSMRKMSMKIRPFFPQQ
# NPR2 activator = GC-B (human) receptor activation | hit rate 0.11% among 370,000 | HEK293-GC-B cells, CNP EC30, cGMP TR-FRET; 0% at EC30 CNP, 100% saturating CNP | P20594 | activation, % at 10 µM;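 active = activation at 10 µM reaching about 35% in either raw or pattern-adjusted values, limit read from the data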
# sPLA2-III inh = Blocks human group III sPLA2 activity; inhibition, % at 12.2 µM; Q9NZ20; QFRET BODIPY PC-A2 liposome hydrolysis, fluorescence; hit rate 0.56% among 370,000;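 active = inhibition above mean plus 3 SD of compounds lying within the high and low control bounds, cut at about 19% in these data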;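 also: 0% = median of test compound wells and 100% = no enzyme DMSO wells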
# rCAG RNA binder = r(CAG) repeat RNA binding | TO-PRO-1 dye displacement fluorescence | inhibition, % at 3 µM | hit rate 1.3% among 370,000 | AID 651821;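 active = inhibition above the plate cutoff, the mean of all test compounds on that plate plus 3 SD, cut at about 35% in these data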;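 also: 0% = DMSO alone and 100% = 100 µM mitoxantrone as full dye displacement; higher means more dye released from RNA so lower well fluorescence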
# ADAM10 inh = inhibits human ADAM10; hit rate 0.62% among 370,000; recombinant ADAM10, EDANS/DABCYL FRET peptide cleavage, 3 h; AID 720582; inhibition, % at 7 µM; O14672;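 active = inhibition above a per-campaign cutoff equal to the mean of compounds falling between control-based bounds plus 3 SD, cut at about 20% in these data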;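 also: 0% = DMSO wells while the 100% control is not disclosed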
# GC-A act = GC-A (human) enzyme activation | hit rate 0.14% among 370,000 | HEK293 GC-A cells, cGMP TR-FRET, EC30 ANP; 0% at EC30 ANP, 100% saturating ANP | P16066 | activation, % at 10 µM; in the data active = activation above about 40%
# KLK7 zymogen act = proKLK7 (human) activation, primary screen | hit rate 0.9% among 370,000 | purified proKLK7, EDANS-DABCYL substrate fluorescence; 100% is mature enzyme control, 0% vehicle | activation, % at 7 µM;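 active = activation above the mean of all tested compounds plus 3 SD, computed per campaign excluding outliers beyond control limits, cut at about 13% in these data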
# GAA850 FXN act = frataxin GAA850 promoter activation; HEK293 lucGAA850 FXN promoter luciferase reporter, 24 h; percent of 10 µM SAHA response; activation, % at 6 µM; hit rate 0.56% among 360,000;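 active = activation above the average of all compounds screened plus 3 SD, cutoff fixed separately per campaign, cut at about 7.5% in these data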;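 also: 0% = DMSO wells and 100% = 10 µM SAHA wells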
# ARFGAP1 inh = rat ARFGAP1 inhibition; inhibition, % at 16.5 µM; AID 651572; Arfgap1-stimulated ARF1 GTP hydrolysis, GDP FP detection; hit rate 0.26% among 360,000;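 active = inhibition above a per-plate limit, mean inhibition of low control wells plus 3 SD, cut at about 25% in these data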;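 also: 0% = DMSO wells with enzyme and 100% = wells lacking Arfgap1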
# Target sequence (Q62848 1-136 limits assumed): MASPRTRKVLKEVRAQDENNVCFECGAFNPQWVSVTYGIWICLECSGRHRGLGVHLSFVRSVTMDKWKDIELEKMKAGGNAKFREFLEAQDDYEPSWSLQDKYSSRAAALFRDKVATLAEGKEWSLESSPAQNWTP
#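 Material: rat Arfgap1 catalytic domain, aa 1-136; also added: human ARF1(Δ1-17)-GTP substrate; compound dosing: one concentration, 16.5 µM, DMSO 1.26%; incubation: GTP hydrolysis reaction 2 h at 25 °C; measured by: Tracer-displacement fluorescence polarization with EDTA stop, 620/688 nm; evaluation: % inhibition from polarization; repeats: one replicate per compound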
# ASAP1 GAP inh = ASAP1 ArfGAP inhibition | inhibition, % at 16.5 µM | Q9ULH1 | ASAP1-stimulated ARF1 GTP hydrolysis, GDP FP detection | hit rate 0.19% among 360,000; in the data active = inhibition above about 25%;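 also: 0% = vehicle with enzyme and substrate and 100% = no enzyme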
# Target sequence (Q9ULH1 325-724 limits assumed): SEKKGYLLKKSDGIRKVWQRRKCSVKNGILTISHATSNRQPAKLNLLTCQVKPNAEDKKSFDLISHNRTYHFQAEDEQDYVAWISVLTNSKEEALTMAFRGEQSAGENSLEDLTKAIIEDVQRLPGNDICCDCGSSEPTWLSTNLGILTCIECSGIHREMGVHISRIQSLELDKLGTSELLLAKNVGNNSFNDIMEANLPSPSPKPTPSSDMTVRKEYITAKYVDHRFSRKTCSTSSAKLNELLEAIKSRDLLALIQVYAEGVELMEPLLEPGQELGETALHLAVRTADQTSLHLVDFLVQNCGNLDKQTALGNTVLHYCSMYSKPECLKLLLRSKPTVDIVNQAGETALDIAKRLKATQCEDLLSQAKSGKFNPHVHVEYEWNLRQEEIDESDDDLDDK
# * = called active by the depositor; i = inactive; / = not tested or not shown.
molecule	ARFGAP1 inh	KLK7 zymogen act	NPR2 activator	sPLA2-III inh	GC-A act	DDE Tn6 FP inh	rCAG RNA binder	ASAP1 GAP inh	ADAM10 inh	GAA850 FXN act
C[C@@H]1CN([C@H](C)CO)C(=O)c2cc(Br)cnc2O[C@H]1CN(C)C(=O)Cc1ccccc1	3.9	-0.2	1.3	2.6	-0.8	-7.1	1.5	-4.2	-6.0	1.5
CCCSc1ccccc1C(=O)N1CCN(C(=O)c2ccco2)CC1	2.7	0.6	3.3	5.8	-0.4	-7.1	-3.6	-3.5	-9.3	0.9
COc1ccc(Cl)cc1-c1cc(C(=O)NCc2ccc(F)cc2)[nH]n1	14.2	0.2	20.6	-11.9	42.8*	-1.5	3.4	-2.4	16.7	-0.8
N/C(=N\OC(=O)c1cccc([N+](=O)[O-])c1)c1ccccn1	-1.4	-0.1	1.7	-1.8	1.3	2.5	-1.9	5.5	1.4	1.6
CN(C)S(=O)(=O)N(CC(=O)Nc1cccc(F)c1)c1ccccc1	-1.7	-0.7	-0.8	0.0	1.3	-2.6	0.2	1.1	-3.4	2.0
CCN(C[C@H]1N[C@@](C)(C(=O)OC)[C@H]2C(=O)N(C)C(=O)[C@@H]12)S(=O)(=O)c1ccc(F)cc1	9.3	0.1	-0.8	3.7	2.4	-6.0	-0.3	-2.1	-8.8	-0.1
CCn1ncc(/C=C/C(=O)C2CC2)c1C	-9.4	0.8	2.0	3.6	1.4	4.4	1.1	-5.6	-4.2	3.4
COc1ccc(S(=O)(=O)Nc2ccc3c(c2)C(=O)N([C@H](C)CO)C[C@H](C)[C@H](CN(C)Cc2ccc(C(=O)O)cc2)O3)cc1	15.4	0.5	-6.3	-27.0	2.4	4.4	20.0	3.6	-1.6	1.7
C=CCN=C1NC(c2ccccc2)C(C(=O)OC)=C(C)N1Cc1ccc(C(F)(F)F)cc1 (stereo not drawn)	7.5	-0.2	-16.7	-6.8	-17.4	-2.8	8.1	9.8	-1.5	/
O=C(CCNC(=O)Cn1cnc2ccccc2c1=O)NCCC1=CCCCC1	-1.7	-0.6	2.0	4.5	1.5	2.1	-6.9	-3.5	1.2	0.1
C1CCN(Cc2nnnn2CC2CCCO2)CC1 (stereo not drawn)	8.5	-0.2	2.7	1.6	-1.2	1.6	-1.0	-8.2	9.6	2.1
CC1CCC2(CC1)NC(=S)N(c1ccccc1)N2 (stereo not drawn)	0.8	0.1	3.3	8.3	4.6	-0.8	-2.4	-2.8	-6.5	-0.5
CC1(C)OC(=O)N(Cc2ccco2)C1(C)O (stereo not drawn)	14.3	-0.2	5.2	-3.2	-2.3	-3.0	4.7	-7.8	0.9	-0.7
O=C(CN1c2cccc3cccc(c23)S1(=O)=O)N1CCN(c2ccc(F)cc2)CC1	-0.3	2.6	-3.8	-0.1	-0.6	3.6	5.7	-10.1	-131.6	-1.8
Cc1cc(C(=O)N2CCC2(C)C(=O)Nc2cccc3c2CCCC3)nn1C (stereo not drawn)	-1.7	-0.2	3.3	-4.0	1.4	-0.9	3.2	-2.1	-4.2	2.6
O=C(Nc1ccccc1Oc1ccccc1)c1cccc([N+](=O)[O-])c1	2.1	-0.1	-8.6	1.2	2.3	-9.1	-0.1	-2.9	10.2	-1.9
C/C(CCC(C)C)=N\Nc1ccc(S(N)(=O)=O)cc1[N+](=O)[O-]	6.0	-0.1	-4.2	2.0	1.6	6.9	9.2	10.1	0.9	2.3
COc1cccc(C(=O)NNc2nc(C)cc(C)n2)c1	-4.3	0.0	0.1	13.1	-1.9	-2.5	-3.9	15.8	-11.4	0.6
CC(C)COc1ccc(C(=O)N/C(=C\c2cccc([N+](=O)[O-])c2)C(=O)O)cc1	-9.6	-0.7	5.0	-11.2	-0.2	5.0	31.9	-7.7	5.6	0.0
COc1cccc(C(=O)NC2CCN(CC(=O)Nc3ccccc3Cl)CC2)c1	-6.7	-0.5	-2.7	-3.8	1.4	0.1	-5.9	-5.8	-4.7	1.6

# 2 compounds picked at random from those above, as already listed:
molecule	ARFGAP1 inh	KLK7 zymogen act	NPR2 activator	sPLA2-III inh	GC-A act	DDE Tn6 FP inh	rCAG RNA binder	ASAP1 GAP inh	ADAM10 inh	GAA850 FXN act
CC1(C)OC(=O)N(Cc2ccco2)C1(C)O (stereo not drawn)	14.3	-0.2	5.2	-3.2	-2.3	-3.0	4.7	-7.8	0.9	-0.7
Cc1cc(C(=O)N2CCC2(C)C(=O)Nc2cccc3c2CCCC3)nn1C (stereo not drawn)	-1.7	-0.2	3.3	-4.0	1.4	-0.9	3.2	-2.1	-4.2	2.6

# (further entries)
molecule	ARFGAP1 inh	KLK7 zymogen act	NPR2 activator	sPLA2-III inh	GC-A act	DDE Tn6 FP inh	rCAG RNA binder	ASAP1 GAP inh	ADAM10 inh	GAA850 FXN act
Cn1c(=O)c2c(nc(Oc3ccccc3)n2C)n(C)c1=O	-0.9	0.0	-6.3	0.7	-1.4	2.6	-1.7	4.7	-5.0	0.1
Cc1cc(C)n2nc(SC(C)C(=O)NC3CCCCC3C)nc2n1 (stereo not drawn)	-0.5	0.1	0.1	-3.9	1.4	-1.3	-5.3	2.2	6.5	0.9
COC(=O)c1cc2c(c3c4cc(F)ccc4n(S(=O)(=O)c4cccc(C)c4)c13)C(=O)N(Cc1ccc(N(C)C)cc1)C2	-1.1	-0.8	-7.1	8.4	-0.4	-13.7	11.0	3.9	-0.3	/
COc1ccc(CCNC(=O)CN(C2CCCCC2)S(C)(=O)=O)cc1OC	14.4	0.6	-0.4	7.4	3.3	5.8	-3.0	-0.7	4.4	-0.1
Nc1nc(NC(=O)c2ccc(Cl)cc2)nn1-c1ccccc1	-1.9	-0.1	5.1	-0.3	-0.8	-7.8	-0.7	-5.7	0.5	2.2
CC(N)c1csc(Nc2ccc(C(=O)c3ccccc3)cc2)n1 (stereo not drawn)	-8.5	0.3	0.2	19.6*	-5.9	3.4	10.3	16.3	-16.6	-2.3
CCn1nc(C)c(CNC(=O)C2CCC(=O)N(Cc3cccc(F)c3)C2)c1C (stereo not drawn)	-0.3	0.0	3.1	4.4	1.6	-0.4	-5.8	1.9	-5.6	-0.4
O=C1c2cc(O)c(O)cc2OC(c2ccc(O)c(O)c2)C1O (stereo not drawn)	1.5	1.5	2.6	-4.7	3.2	-4.8	13.8	-17.3	-1.0	-1.2
N#Cc1cccc(NC(=O)Cc2ccccc2)c1	10.4	0.0	-1.8	-3.9	0.7	7.2	0.3	-1.3	10.1	0.6
Cc1ccc(-c2ccnc3nc(-n4cccc4)nn23)o1	-0.2	1.1	-1.4	-0.3	6.3	0.2	3.5	-9.5	-42.4	2.0
CCOC(=O)/C(C#N)=C/c1cc2cc(C)c(C)cc2nc1Cl	-9.3	-6.0	-7.2	-1.8	-7.6	-4.3	4.4	5.2	-22.7	4.7
CCOc1ccc(-c2cc(CCCC(=O)NCc3ccc(C)cc3)no2)cc1	-2.7	0.5	-3.7	0.1	0.1	-3.0	4.3	-3.1	1.0	-10.0
CN(C)CCCOc1cccc(Cl)c1	3.6	0.7	3.3	11.2	2.5	-0.1	-1.7	5.7	-3.0	-0.1
CC1(C)Cc2nc3sc(C(=O)NCCCO)c(N)c3cc2CS1	7.9	-0.3	3.3	0.3	5.1	-4.5	10.7	3.6	-12.5	1.9
COc1ccccc1N1CCN(C(=O)Cn2c(=O)oc3cc(S(=O)(=O)N4CCCC4)ccc32)CC1	-3.6	0.3	4.7	0.0	1.9	2.1	2.1	3.2	-9.3	-0.9
COc1ccc2nc(SCC(=O)Nc3ccccc3OC)[nH]c2c1	13.7	0.2	-6.2	-9.2	-3.3	-0.3	15.2	4.6	1.1	1.0
CN(C)CCN1C(=O)c2oc3ccc(Cl)cc3c(=O)c2C1c1cccc(Br)c1 (stereo not drawn)	-2.6	0.6	-17.0	-3.8	-16.1	-6.7	-3.5	1.2	-70.3	-1.1
CCOC(CNC(=O)c1cccn2c(=O)c3c(C)c(C)sc3nc12)OCC	0.9	-0.6	-0.4	14.9	11.4	0.5	2.7	-3.3	0.1	-1.4
CCCCN(C(=O)/C=C/c1ccco1)c1c(N)n(Cc2ccccc2)c(=O)[nH]c1=O	4.1	0.3	3.3	-4.7	0.2	0.0	-1.6	1.6	-3.6	0.1
COc1cccc2[nH]c3c(N4CCC5(CC4)OCCO5)ncnc3c12	8.7	38.9*	-28.4	-2.2	-2.4	-6.8	-3.8	0.2	i	2.8
COC(=O)[C@@H](Cc1ccccc1)NC(=O)[C@H]1CCC(=O)N1C(=O)OCc1ccccc1	4.0	1.1	6.6	7.7	5.1	0.3	-5.1	1.2	-12.5	-0.1
Cc1cc(C)n(C2=NS(=O)(=O)c3ccccc32)n1	-4.7	0.4	6.7	0.2	3.3	-4.6	1.4	-5.9	-4.5	0.2
CC1CCCCN1C(=O)CSc1nnc(-c2cccnc2)n1C1CCCCC1 (stereo not drawn)	1.2	-0.7	2.9	7.4	0.1	-2.5	-4.9	0.6	-3.2	1.3
COc1ccc(C(=O)OCCNC(=O)c2ccncc2)cc1OC	-2.6	-0.3	-2.9	-3.6	1.6	5.8	-3.7	-7.0	-4.6	-0.6
COc1ccc(OC)c(NC(=O)COC(=O)c2n[nH]c3ccccc23)c1	6.2	0.2	2.7	-27.2	-1.0	7.2	4.2	17.6	9.9	-0.8
Oc1c(C(c2ccccc2Cl)N2CCCC2)ccc2cccnc12 (stereo not drawn)	-3.8	0.1	-1.7	16.4	1.1	-8.1	2.8	9.7	1.6	-4.4
C=CCOc1ccc2ccccc2c1/C=N/O	5.2	-0.2	1.2	-6.3	-0.3	3.7	2.0	-3.5	-6.3	1.6
Cc1nc2nc(C)c(CCC(=O)O)c(C)n2n1	3.2	0.3	-1.5	-2.6	-0.2	3.4	-5.1	-2.0	-6.1	0.2
O=C(CN1C(=O)C2CC=CCC2C1=O)N1CCN(S(=O)(=O)c2ccccc2)CC1 (stereo not drawn)	1.5	-0.7	-0.5	5.8	1.0	8.4	-3.2	10.7	-10.1	0.0
OCCN(Cc1ccccc1)Cc1ccccc1Cl	-11.1	0.5	-0.5	-6.8	1.9	-1.4	-1.8	1.5	-4.3	1.0
COc1ccc(N(CC(=O)N2CCOCC2)S(=O)(=O)c2ccccc2)cc1Cl	9.7	-0.3	-6.5	1.3	-6.7	-1.5	-3.9	-0.6	-2.7	2.1
O=C(NCCN1CCOCC1)c1c(Cl)cccc1Cl	-4.3	-0.8	4.7	0.7	3.7	1.6	0.0	-12.3	0.2	0.1
COC(=O)C1CC2=C(CCCC2=O)NC1=O (stereo not drawn)	-14.8	-1.2	4.8	0.0	0.5	5.7	1.6	-2.2	-2.9	1.9
Cc1ccc(-c2cc(C(=O)Nc3cccc(S(=O)(=O)N(C)C)c3)c3ccccc3n2)o1	13.2	-5.7	4.5	-3.1	13.7	-9.8	20.0	4.8	-51.0	-1.6
O=C(NC(=S)NCc1ccccc1)c1ccccc1F	-1.9	0.2	6.1	9.8	0.6	3.2	-6.0	-8.7	-8.9	0.7
COc1ccc(CCNC(=O)c2c(-c3ccccc3)noc2C)cc1OC	4.0	0.1	2.2	7.5	-2.0	-1.1	0.2	-4.3	7.3	-0.5
